Screens (PubChem BioAssay)
esBAF inh: Bmi1 luciferase reporter increase in mESCs, primary screen, esBAF inhibitor project, mouse ES cells, Bmi1 luciferase knock-in, single point; 24 h; 100% = twice the neutral-well signal; reporter increase, % at 12.5 µM; 350,000 compounds, 2% hits; in the data active = activation above about 40%; inconclusive = no clear call, values can overlap the other calls;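 note: 0% = median of the plate's neutral control wells and 100% = double that signal; a rise in the Bmi1 reporter signal indicates esBAF inhibition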
ERp5 block: inhibitors of ERp5-driven insulin aggregation, primary screen, biochemical, turbidity, absorbance 650 nm, single point | 350,000 compounds, 0.05% hits | inhibition, % at 9.99 µM | 90 min | Protein disulfide-isomerase A6 (Homo sapiens), Q15084;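 active = mean replicate inhibition above about 25%, with every replicate also reaching it, limit read from the data, passing the limit was not always enough; inconclusive = only one of those two criteria met; inactive = neither criterion met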
XiGFP reactiv: activators of inactive X chromosome reactivation, primary screen, imaging, XiGFP fibroblasts, GFP high-content imaging, set 2 | XiGFP mouse fibroblasts, % GFP-positive cells imaging, 3 d; cells co-treated with 5-aza-dC sensitizer; scaled so ellipticine positive control = 100% | activation, % at 7.58 µM | 360,000 compounds, 0.055% hits | AID 743238, 2013;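 active = mean normalized replicate activation at least 10% and every replicate at or above 10%; inconclusive = only one of the two criteria met; inactive = mean below 10% and not all replicates reach 10%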;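 note: 0% = median of on-plate neutral control wells and 100% = ellipticine 6 µM median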
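System: XiGFP fibroblasts, SV40-immortalized. Medium: DMEM plus 5-aza-dC sensitizer. Doses: single point. Timing: 3 d treatment, 15 min room-temperature fixation. Control set: ellipticine 6 µM.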
E-sel inducer: E-selectin induction in HUVECs, primary screen, imaging, HUVEC, immunofluorescence imaging, single point; 260,000 compounds, 0.37% hits; activation, % at 7.58 µM; P16581; normalized: neutral wells 0, TNF-alpha wells 100;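 active = mean E-selectin-positive cell signal at least 10% of the positive control, reached in at least 60% of replicates, without over 20% cell loss; inconclusive = no rule given, readout overlaps actives, possibly toxicity-flagged; inactive = the rest, including those meeting only one limit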;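 note: in these data hits start at about 27%; measured in HUVEC primary endothelial cells; signal is the percent of cells scored E-selectin positive by PE staining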
Target sequence (P16581 whole entry, looked up): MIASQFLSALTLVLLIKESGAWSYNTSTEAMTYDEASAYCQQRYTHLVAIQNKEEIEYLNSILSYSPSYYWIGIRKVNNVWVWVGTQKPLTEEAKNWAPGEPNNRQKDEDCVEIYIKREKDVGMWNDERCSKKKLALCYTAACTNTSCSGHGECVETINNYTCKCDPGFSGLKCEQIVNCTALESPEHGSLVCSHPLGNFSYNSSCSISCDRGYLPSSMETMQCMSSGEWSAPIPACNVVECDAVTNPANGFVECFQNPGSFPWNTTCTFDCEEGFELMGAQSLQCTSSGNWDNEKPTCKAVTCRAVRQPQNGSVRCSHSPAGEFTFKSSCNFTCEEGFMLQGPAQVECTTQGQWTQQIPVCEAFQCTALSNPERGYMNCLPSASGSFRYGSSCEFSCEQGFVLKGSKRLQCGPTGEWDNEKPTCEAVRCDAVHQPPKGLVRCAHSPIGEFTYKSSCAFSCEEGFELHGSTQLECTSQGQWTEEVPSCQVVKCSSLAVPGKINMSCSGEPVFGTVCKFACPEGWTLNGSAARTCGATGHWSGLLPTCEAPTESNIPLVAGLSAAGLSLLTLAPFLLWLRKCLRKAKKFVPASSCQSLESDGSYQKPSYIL
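material = human umbilical vein endothelial cells (HUVEC), E-selectin induction | quantity = 3,000 cells/well | medium = EGM-2 growth medium on 0.1% gelatin-coated wells | technique = immunofluorescence imaging | read-out basis = % PE-positive cells | control set = TNF-alpha positive control, DMSO neutral control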
ERAP1 inh: human ERAP1 aminopeptidase inhibitors, primary screen, biochemical, single point, plate reader | Endoplasmic reticulum aminopeptidase 1 (Homo sapiens), Q9NZ08 | recombinant ERAP1, Leu-AMC fluorescence, 60 min | inhibition, % at 10.7 µM | 340,000 compounds, 0.15% hits;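 active = mean replicate inhibition of at least 30%, or all replicates individually reaching that 30% level; inactive = mean below 30% and not every replicate reaching it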;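 note: 0% = neutral control wells and 100% = L-leucinethiol positive control wells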
S100A4 inh HTS: inhibitors of S100A4-myosin IIA peptide binding, primary screen, biochemical, fluorescence polarization, TAMRA-MyoIIA peptide. Protein S100-A4 (Homo sapiens), P26447. inhibition, % at 10.7 µM. 360,000 compounds, 0.14% hits. AID 652163, 2013;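 active = mean inhibition of at least 70% across replicates, with every replicate also reaching that level; inconclusive = mean inhibition reaches 70% but some replicates fall short; inactive = mean inhibition below 70%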
Target sequence (P26447 whole entry, looked up): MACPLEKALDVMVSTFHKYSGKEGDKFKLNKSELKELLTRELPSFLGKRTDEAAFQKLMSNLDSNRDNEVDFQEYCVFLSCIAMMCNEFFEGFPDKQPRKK
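System – human S100A4 monomer protein, biochemical binding assay · Buffer or medium – Calcium-containing HEPES buffer, pH 7.2 · Timing – 5 min between mix addition and reading · Also added – TAMRA-labelled myosin IIA heavy-chain peptide probe, 5 nM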
RAD54 branch: inhibitors of human RAD54 branch migration, primary screen, biochemical, fluorescence, single point; 360,000 compounds, 0.14% hits; DNA repair and recombination protein RAD54-like (Homo sapiens), Q92698; AID 602329, 2012; RAD54 Holliday junction branch migration, FAM/BHQ fluorescence; inhibition, % at 10.4 µM;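 active = mean normalized replicate activity at least 40 and at least half of replicates scoring 40 or more; inconclusive = only one of the two criteria met; inactive = mean below 40 and under half of replicates reaching 40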;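 note: 0% = median of neutral control wells and 100% = median of positive control wells; inhibitors cause a drop in the FAM fluorescence signal; in these data hits start at about 50%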
RAD52 anneal inh: RAD52 DNA annealing inhibitors, primary screen, biochemical, FRET, single point, set 2; 360,000 compounds, 0.46% hits; DNA repair protein RAD52 homolog (Homo sapiens), P43351; recombinant RAD52 DNA annealing, FRET fluorescence; inhibition, % at 18.7 µM; AID 651710, 2012;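 active = every replicate showing at least 50% inhibition; inconclusive = mean inhibition at least 50% but not in every replicate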
* hit, by the source's call; ? = inconclusive; . = not tested or not shown; & = joins results of further samples.

| no. | Compound | esBAF inh | ERAP1 inh | RAD52 anneal inh | ERp5 block | XiGFP reactiv | RAD54 branch | S100A4 inh HTS | E-sel inducer |
| --- | --- | --- | --- | --- | --- | --- | --- | --- | --- |
| 1 | O=C(c1cc(-c2ccc(Br)cc2)on1)N1CCc2ccccc2C1 | 4 | -1 | -10 | 1 | 0.1 | 2 | -1 | . |
| 2 | CCC(=O)N(C)C[C@H]1Oc2ncc(-c3ccccc3F)cc2C(=O)N([C@H](C)CO)C[C@H]1C | 2 | -1 | 7 | -1 | 0.1 | 10 | -4 | 0.2 |
| 3 | CN1C(=O)c2cc(NS(=O)(=O)c3cccc(F)c3)ccc2OC[C@H]2O[C@@H](CC(=O)NCCN3CCCCC3)CC[C@@H]21 | 7 | 0 | 12 | 3 | 0.0 | 3 | 3 | 0.1 |
| 4 | COc1ccc(CN(C)C[C@H]2Oc3ccc(NC(=O)Nc4ccc(C(F)(F)F)cc4)cc3CC(=O)N([C@H](C)CO)C[C@H]2C)cc1 | -7 | 0 | 10 | -3 | -0.2 | -1 | -16 | 9.7 |
| 5 | O=c1c2ccccc2nc(-c2ccccc2)n1Cc1ccccc1 | 37 | -2 | -8 | -4 | 0.0 | 1 | -3 | . |
| 6 | C#CCOCCOCCOCCNc1nc(N2CCN(C(=O)[C@H](CCC(=O)O)n3cc(CN)nn3)CC2)nc(N2CCN(C(=O)[C@H](CCCCN)n3cc([C@@H](N)CC(N)=O)nn3)CC2)n1 | 2 | . | -12 | -1 | 0.1 | -14 | -8 | 7.0 |
| 7 | CC(=O)N1CC[C@H]2[C@H](CO)Nc3ccc(-c4ccc(F)cc4)cc3[C@H]21 | 4 | 0 | -4 | -3 | -0.1 | 3 | -5 | 0.3 |
| 8 | Cc1oc(-c2ccccc2)nc1C(=O)O | . | 4 | -15 | -2 | 0.0 | . | -1 | 0.1 |
| 9 | COc1cc(/C=C/C(=O)OCC(=O)N2CCN(S(=O)(=O)c3ccc(C)cc3C)CC2)ccc1O | -1 | . | . | . | 0.0 | 3 | . | -0.2 |
| 10 | CCCN(C)C[C@H]1Oc2cc(Br)ccc2S(=O)(=O)N([C@H](C)CO)C[C@H]1C | 1 | 0 | 17 | 0 | 0.0 | -3 | -13 | 0.0 |
| 11 | CCS(=O)(=O)Nc1ccc2c(c1)C(=O)N(C)C[C@H](OC)[C@@H](C)CN(CC1CCCC1)[C@@H](C)CO2 | 1 | . | . | . | 0.4 | 4 | . | 0.1 |
| 12 | COCC(=O)N1[C@H](CO)[C@@H](c2ccccc2C2=CCCC2)[C@@H]1C#N | . | -1 | -61 | 1 | 0.4 | . | -3 | -0.2 |
| 13 | C[C@H](CO)N1C[C@H](C)[C@H](CN(C)S(C)(=O)=O)Oc2ccc(NC(=O)Cc3ccccc3)cc2C1=O | -1 | -2 | 12 | -2 | -0.2 | -2 | -6 | 0.1 |
| 14 | Cc1noc(C)c1S(=O)(=O)Nc1ccc2c(c1)C(=O)N([C@H](C)CO)C[C@@H](C)[C@@H](CN(C)S(=O)(=O)c1cn(C)cn1)O2 | 7 | 0 | -12 | 8 | 0.1 | 1 | -4 | 0.1 |
| 15 | CC(C)OC(=O)c1ccc(NCc2cc(O)ccc2O)cc1Cl | -61 | 1 | -10 | -2 | 1.8 | . | 0 | -0.6 |
| 16 | CCOc1ccc(-c2cc(C(=O)NCc3ccc(F)cc3)[nH]n2)c(C)c1 | 2 | -2 | -15 | 5 | 0.0 | -6 | -4 | -0.2 |
| 17 | CN[C@H]1C[C@@H](c2ccccc2Br)N(C(C)=O)C[C@H]1CO | . | 5 | 1 | 0 | 0.5 | . | ? | -0.1 |
| 18 | CCCC(O)C#Cc1cnc2c(c1)C(=O)N([C@H](C)CO)C[C@H](C)[C@H](CN(C)Cc1ccc3c(c1)OCO3)O2 (some centres undefined) | 3 | 0 | 9 | 1 | -0.4 | 7 | 1 | -0.7 |
| 19 | CC(Oc1ccc2ccc(=O)oc2c1)C(=O)N1CCOCC1 (centres undefined) | -2 | 2 | 1 | 3 | 0.0 | -8 | -1 | . |
| 20 | O=S(=O)(NC1CCCCC1NCc1ccco1)c1ccccc1 (centres undefined) | 0 | 4 | -12 | -3 | . | 1 | -7 | . |
| 21 | CC(C)[C@H](NS(=O)(=O)c1ccccc1)C(=O)OCc1cc([N+](=O)[O-])cc2c1OCOC2 | -1 | -1 | 6 | 3 | 0.1 | -2 | 0 | -1.1 |
| 22 | CCn1cc(Br)c(C(=O)Nc2ccc(OC)cc2)n1 | 34 | 9 | 10 | -5 | . | -8 | 0 | . |
| 23 | CCC(=O)Nc1ccc(-c2ccc(NC(=O)CC)c(OC)c2)cc1OC | . | -2 | 0 | 2 | 0.0 | . | 1 | . |
| 24 | CCC(C)N(C(=O)CSc1nnc(COc2ccccc2F)n1N)C1CCS(=O)(=O)C1 (centres undefined) | -6 | -3 | 1 | 6 | 0.0 | . | -1 | 0.3 |
| 25 | COc1cccc(NC(=O)N[C@H]2C=C[C@H](CC(=O)NCc3ccccn3)O[C@H]2CO)c1 | . | -3 | -3 | 4 | 0.1 | . | -3 | 0.8 |
| 26 | OC1CCCN(c2ncnc3c2nnn3Cc2c(F)cccc2Cl)C1 (centres undefined) | 2 | -4 | 1 | 4 | 0.0 | 2 | 0 | . |
| 27 | COc1cccc(-c2ccccc2[C@@H]2[C@H](C#N)N(C(=O)Cc3ccccc3)[C@H]2CO)c1 | . | -2 | -2 | -4 | 0.0 | . | 1 | 0.0 |
| 28 | Cc1cc(OCC(=O)OCC(=O)NC2CCCC2)ccc1Cl | -3 | 3 | -16 | -2 | 0.0 | 9 | -2 | -0.3 |
| 29 | COCC(=O)N(C)C[C@H]1[C@H](c2ccccc2)[C@H](CO)N1C(=O)NC(C)C | -4 | 2 | 5 | 2 | 0.0 | -2 | -3 | 0.0 |
| 30 | CC(=O)Nc1cccc(C(=O)OCC(=O)N(c2ccccc2)C2CCS(=O)(=O)C2)c1 (centres undefined) | 5 | -2 | 5 | -3 | 0.0 | -4 | 16 | -0.3 |
| 31 | C[C@H]1CN([C@@H](C)CO)C(=O)c2cccc(NS(=O)(=O)c3ccc(F)cc3)c2O[C@@H]1CN(C)Cc1ccccc1 | -3 | -3 | 12 | 3 | 0.0 | -7 | 2 | 0.8 |
| 32 | CCOC(=O)c1ccc(NC(=O)c2nc[nH]c2C(=O)NC[C@@H](C)O)cc1 | -3 | -1 | -2 | 6 | -0.2 | 1 | -1 | 0.5 |
| 33 | COc1ccc(N2C(=O)CC(Sc3nnnn3-c3ccc(F)cc3)C2=O)cc1 (centres undefined) | -13 | 14 | -9 | -3 | 0.0 | -4 | 2 | . |
| 34 | C[C@@H](NC(=O)C[C@H]1C=C[C@@H](NC(=O)C2CC2)[C@@H](CO)O1)c1ccccc1 | -1 | 0 | -3 | -3 | -0.2 | -4 | 8 | -0.3 |
| 35 | O=C(c1ccncc1)N1CCCC(N2CCN(c3ccc(F)cc3)CC2)C1 (centres undefined) | 0 | -2 | 9 | -12 | -0.1 | 0 | -1 | -0.1 |
| 36 | CCOC(=O)C1CCN(Cc2cc(=O)n3c(-c4ccccc4)csc3n2)CC1 | . | -2 | -17 | -6 | 0.4 | . | 37 | 2.3 |
| 37 | O=C1NC(=O)C2(CCCCC2)N1 | 1 | -3 | -1 | -3 | 0.0 | -6 | -3 | -0.9 |
| 38 | COCCCNC(=O)CN(C1CCCCC1)S(=O)(=O)c1ccc(C)cc1 | -1 | 6 | -5 | 8 | . | 7 | 0 | . |
| 39 | Cc1ccc(S(=O)(=O)N(C)C[C@H]2Oc3c(NS(=O)(=O)c4ccc(F)cc4)cccc3C(=O)N([C@@H](C)CO)C[C@@H]2C)cc1 | 1 | . | . | . | 0.0 | 14 | . | 4.6 |
| 40 | CN(CC(=O)Nc1ccccc1Cl)C(=O)CSc1nnc(-c2ccco2)n1C | 2 | -7 | -7 | 4 | 0.0 | -5 | -2 | . |
| 41 | COc1ccccc1S(=O)(=O)N(C)C[C@@H]1Oc2cc(C#CCC3CCCC3)ccc2S(=O)(=O)N([C@H](C)CO)C[C@H]1C | 3 | -2 | -11 | -2 | . | 7 | 3 | . |
| 42 | COc1ccc(CC(=O)Nc2cc(S(=O)(=O)N3CCOCC3)ccc2N2CCCC2)cc1OC | -2 | 1 | 6 | 4 | 0.4 | 8 | -8 | -0.3 |
| 43 | O=C(O)C1=CC[C@@H](c2ccc(Cl)cc2)N(S(=O)(=O)c2ccc(Cl)cc2)[C@H]1c1ccccc1 | -1 | 0 | -14 | -1 | -0.1 | 8 | 0 | 0.0 |
| 44 | C[C@H](CO)N1C[C@H](C)[C@H](CN(C)C(=O)Nc2ccc(-c3ccccc3)cc2)OCc2ccccc2-c2c(n(C)c3ccccc23)C1=O | . | -5 | 13 | -5 | 0.6 | . | 4 | 0.9 |
| 45 | O=C(Nc1ncc([N+](=O)[O-])s1)c1cccs1 | -9&9 | 6&5 | -14&-18 | -1&-5 | 0.1&0.2 | -1&2 | -3&3 | 0.7&0.6 |
| 46 | CN(C)C(=O)C[C@@H]1C=C[C@H](NC(=O)Nc2cccc(F)c2)[C@@H](CO)O1 | -15 | 5 | 5 | 0 | 0.5 | -16 | 97* | 0.0 |
| 47 | CC(C)[C@H](N)c1cn([C@@H](CO)C(=O)N2CCNCC2)nn1 | -8 | -3 | -16 | 1 | 0.0 | 0 | -2 | -0.3 |
| 48 | Cc1ccc(-c2cc(C(=O)NCc3cccnc3)no2)cc1 | 27 | -4 | -10 | 0 | . | -2 | 1 | . |

An unsorted share of the library; 2.5% or so of the library scored in one or more.
